Assay outcomes deposited in PubChem by Broad Institute.
CD40 NFkB inh – inhibitors of CD40-induced NF-kB signaling, primary screen, BL2 cells, luciferase reporter, single point. 83,000 tested, 0.94% active. inhibition, % at 10 µM. CD40L-induced, 4 h;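 active means mean inhibition of at least 50% with a set share of replicates also reaching that level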;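 further: 0% = neutral control wells and 100% = IKK inhibitor VII at 50 µM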
The depositor's hits bear a star; [ ] = remark or other dose.

SMILES	CD40 NFkB inh
CC(Oc1nc2c(c(=O)n(C)c(=O)n2C)n1C)C1CCCCC1 (configuration not stated)	16
COc1ccc(C(=O)NC(C)c2ccc(-n3ccnc3)cc2)cc1S(=O)(=O)N1CCOCC1 (configuration not stated)	1
O=C(c1ccc(Cl)c(S(=O)(=O)N2CCCCCC2)c1)N1CCCC1	4
CC(=O)Nc1sc2c(c1C(c1ccccn1)N1CCN(C)CC1)CCCC2 (configuration not stated)	0
O=C(COC(=O)/C=C/c1ccc(C(F)(F)F)cc1)NCC1CCCO1 (configuration not stated)	-4
N#CC1(c2ccccc2)CCC(NCCc2ccccc2)CC1 (configuration not stated)	11
CCOC(=O)c1[nH]c2ccc(Br)cc2c1NC(=O)CNC	5
C/C=C/c1ccc2c(c1)[C@@H]1[C@@H](CCN1C(=O)Cc1ccncc1)[C@@H](CO)N2C	10[25 µM]
C=C(C)c1ccc(C(C)(C)NC(=O)N(Cc2ccccc2)Cc2ccco2)cc1	-1
O=C(c1cccc(S(=O)(=O)N2CCOCC2)c1)N1CCN(c2ncccn2)CC1	-6
COCC(=O)N1C[C@H]2[C@@H](c3ccccc31)[C@@H](CO)N2C(=O)Nc1ccccc1F	11[25 µM]
Cc1csc(NC(=O)c2oc3ccccc3c2C)n1	-38
O=C(CCSCc1ccccc1)Nc1ccc2c(c1)OCCO2	-78
Cc1noc2ncnc(Oc3ccccc3)c12	9
Cn1nc(C(=O)NCc2ccccc2)cc1C(=O)NCc1ccccc1	-6
CCC(=O)N1[C@H](CO)[C@H](c2ccc(C3=CCCC3)cc2)[C@@H]1CNC1CCCCC1	2[25 µM]
CN1C(=O)c2cc(NC(=O)c3cnccn3)ccc2OC[C@H]2O[C@@H](CC(=O)NCC3CCCCC3)CC[C@H]21	-30[25 µM]
O=C1c2cccc3c2C2(O)c4c1cccc4C(=O)c1cccc(c12)C3=O	1
COc1ccc2c3c([nH]c2c1)[C@@H](CO)N(CC1CCCC1)CC31CN(C)C1	-20[25 µM]
Cc1ccccc1-n1c(SCc2c(C)noc2C)nnc1-c1cccnc1	7
CC(=O)C1C(c2ccc(Cl)cc2)c2c(n[nH]c2C)CC1(C)O (configuration not stated)	11
COc1ccccc1NC(=O)CCc1nnc2ccc(N3CCCCC3)nn12	10
Cc1ccc2c(c1)N(CC(=O)O)C(=O)CO2	1
O=C(O)c1ccc(OC2CSC2)cc1	6
O=C(NCC1CCCO1)c1cc2ccccc2cc1O (configuration not stated)	-79
Continued.
SMILES	CD40 NFkB inh
C[C@H](CO)N1C[C@H](C)[C@@H](CN(C)C(=O)N[C@H](C)c2ccccc2)OCc2ccccc2-c2ccccc2C1=O	-10[25 µM]
O=C(CC1NCCNC1=O)OCc1ccccc1 (configuration not stated)	-53
Cn1ncc([N+](=O)[O-])c1C(=O)Nc1ccn(Cc2ccccc2F)n1	2
COc1cc(C(=O)NCCc2cn3ccccc3n2)cc(OC)c1OC	6
CCCCNC(=O)NCC(=O)Nc1ccc(F)c(F)c1	10
C[C@@H]1CN([C@H](C)CO)C(=O)c2ccccc2-c2ccccc2CO[C@@H]1CN(C)Cc1ccc(C(F)(F)F)cc1	8
O=C(NCCOc1ccccc1)c1cc([N+](=O)[O-])ccc1N1CCOCC1	2
Nc1ccc(Oc2ccc3c(c2)OCO3)cc1	-8
c1cc2c(cc1C1CCCCC1)c1c3n2CCNC3CCC1 (configuration not stated)	11[25 µM]
C[C@@H]1CN([C@@H](C)CO)C(=O)c2c(c3ccccc3n2C)-c2ccccc2CO[C@H]1CN(C)Cc1cccc2c1OCCCO2	29[25 µM]
C[C@H](NC(=O)C[C@@H]1C=C[C@H](NS(=O)(=O)c2cccc(F)c2)[C@H](CO)O1)c1ccccc1	-1[25 µM]
COc1cccc(N2CCN(C(=O)CN3C(=O)NC4(CCCC4)C3=O)CC2)c1	5
O=C(Nc1cccnc1N1CCOCC1)c1ccco1	9
COc1ccc(S(=O)(=O)N(C)C[C@H]2OCc3ccccc3-c3c(n(C)c4ccccc34)C(=O)N([C@@H](C)CO)C[C@H]2C)cc1	-8
CC(OC(=O)Cn1[nH]c(=O)c2ccccc2c1=O)C(=O)Nc1ccccc1[N+](=O)[O-] (configuration not stated)	-2
C[C@H]1CN([C@@H](C)CO)C(=O)CCCn2cc(nn2)CO[C@H]1CN(C)S(=O)(=O)c1cccs1	2[25 µM]
COc1cc(C(=O)OCC(=O)N2CCCCC2C)cc(NC(=O)c2cccs2)c1OC (configuration not stated)	9
Cc1nnc(SCc2nnc(-c3cccs3)o2)n1Cc1ccccc1	5
NS(=O)(=O)c1ccc(NC(=S)NCc2ccc3c(c2)OCO3)cc1	-2
CCC(c1nc2ccccc2c(=O)n1CCN1CCOCC1)N1C(=O)c2ccccc2C1=O (configuration not stated)	3
O=C(c1ccc2c3c(cccc13)CC2)C1CCCN(C(=O)c2ccc[n+]([O-])c2)C1 (configuration not stated)	5
COc1ccc(/C=C/c2cc(C(F)(F)F)on2)cc1	-24
CC(=O)c1ccc(NC(=O)CNc2cc(S(=O)(=O)N3CCOCC3)ccc2N2CCCC2)cc1	6
CC/C(=N/NC(=O)c1ccccc1)c1ccc(OCCN2CCOCC2)cc1	-17
CCCn1c(SCC(=O)O)nc2ccccc21	-4
More compounds.
SMILES	CD40 NFkB inh
CCN(CC(=O)Nc1c(F)cccc1F)C(=O)c1ccc(S(=O)(=O)N2CCCC2)cc1	3
Cc1cc(C)nc(OC(=O)c2ccc(Cl)cc2Cl)n1	0
CC(=O)N(Cc1ccccn1)Cc1ccco1	10
CCOC(=O)c1ccc(NC(=O)c2cc3c(s2)CCC3)cc1	-18
CCOC(=O)C1(CC2CC2)CCN(C(=O)c2cc(OC)nc3ccccc23)CC1	-54
N#C[C@@H]1[C@@H](c2ccc(C#CC3(O)CCCC3)cc2)[C@@H](CO)N1C(=O)C1CCCCC1	18[25 µM]
COc1ccc(NC(=O)N2C[C@H]3[C@@H](c4ccccc42)[C@@H](CO)N3C(=O)C2CCCC2)cc1	-19
CCCN(CC(=O)Nc1ccccc1C)C(=O)c1ccc(NC2CC2)c([N+](=O)[O-])c1	14
N#CCSc1nc2ccccc2o1	11
CC(C)C#Cc1ccc([C@H]2[C@H](C#N)N(C(=O)C3CCC3)[C@H]2CO)cc1	-7
O=c1sc(N2CCN(c3ccc(F)cc3)CC2)nc2ccsc12	-45
COc1ccc2c3c([nH]c2c1)[C@H](CO)N(Cc1ccccc1F)CC31CN(CC2CC2)C1	3[25 µM]
O=C(C1CCCCC1)N1CC[C@@H]2[C@@H](CO)Nc3ccc(Br)cc3[C@@H]21	-11
Cc1ccc(-c2cc(C(=O)NCC3(N(C)C)CCCCC3)c3ccccc3n2)o1	0
COCC(=O)N1[C@H](CO)[C@@H](c2ccccc2-c2ccccc2)[C@@H]1C#N	-9[25 µM]
CC(=O)Nc1nc(C)c(Oc2ccccc2)c(=O)[nH]1	9
CCCN(C)C[C@@H]1OCc2cnnn2CCCC(=O)N([C@H](C)CO)C[C@H]1C	3[25 µM]
C/C=C/c1ccc([C@@H]2[C@H](CO)N(C(C)=O)[C@H]2CN(CC)C(=O)CN(C)C)cc1	-3[25 µM]
CCOc1ncccc1C(=O)OCC(=O)NCCc1ccccc1	6
COc1cccc(C#Cc2ccc3c(c2)[C@@H]2[C@@H](CCN2C(=O)c2ccccc2F)[C@@H](CO)N3)c1	-4[25 µM]
CCOC(=O)c1c(CN(C)C)n(C)c2ccc(OC(C)=O)cc12	16
CNc1nc(N)nc(-c2cc(Cl)ccc2OC)n1	7
FC(F)(F)c1cc(C(F)(F)F)c2ccc(N3CCN(c4ncccn4)CC3)nc2n1	8
COc1ccc2c3c(n(C)c2c1)[C@H](CO)N(C(=O)Nc1ccc(F)cc1)CC31CN(C(=O)CN2CCOCC2)C1	31[25 µM]
O=C(c1cccnc1)N1CCCCN2[C@H](CO)[C@@H](c3ccc(C#Cc4ccccn4)cc3)[C@H]2C1	-10[25 µM]
(next part)
SMILES	CD40 NFkB inh
Cc1cc(C)nc(NC(=O)CCCC(=O)O)c1	1
Cc1cc(C)c(C)c(S(=O)(=O)NC(C)C(=O)O)c1C (configuration not stated)	6
CCC(=O)N1[C@H](CO)[C@@H](c2ccccc2-c2cccc(C)c2)[C@@H]1C#N	-3[25 µM]
O=C(Cn1ncc(N2CCCC2)c(Br)c1=O)c1ccc(Cl)cc1	-77
CCCCc1ccc(NC(=O)COCC)cc1	-91
C(=N\N=C\c1cccs1)/c1cccs1	-102
CCOC(=O)C1CCCN(C(=O)c2cc(-c3ccco3)nc3ccccc23)C1 (configuration not stated)	3
COc1ccc2oc(C(=O)OCC(=O)NC3CCCC3)c(C)c2c1	-37
COCCN(CCOC)C(=O)N1CCOCC1	6
C[C@H]1CN([C@@H](C)CO)C(=O)c2cc(C#CC3(O)CCCC3)cnc2O[C@H]1CN(C)C(=O)Cc1ccccc1	-3[25 µM]
CCc1ccccc1N1CC(C(=O)Nc2cc(S(=O)(=O)N3CCCC3)ccc2Cl)CC1=O (configuration not stated)	6
CN(CC(=O)Nc1ccccc1C(F)(F)F)C(=O)CSc1nc(N)cc(N)n1	3
NC(=O)C1CCCN(C(=O)c2cccc(S(=O)(=O)N3CCCCCC3)c2)C1 (configuration not stated)	-1
O=C(NC1Cc2ccccc2C1)[C@H]1[C@H](CO)[C@H]2Cn3c(ccc(C4=CCCCC4)c3=O)[C@@H]1N2CC1CC1	19[25 µM]
C[C@H](NC(=O)/C(C#N)=C/c1ccc(O)c(O)c1)c1ccccc1	2[25 µM]
O=C(N/N=C/c1cccs1)c1ccc2ccccc2c1	-64
Cc1csc(-c2cc(C(=O)NCc3cc(C(F)(F)F)cc(C(F)(F)F)c3)n[nH]2)c1	-2
CC[C@H](C)NC(=O)CCCCCn1c(=S)[nH]c2c([nH]c3ccc(OC)cc32)c1=O	9
CCCCC(=O)N=c1sc2c(OC)ccc(OC)c2n1C	8
O=C(/C=C/c1ccc(Br)o1)Nc1nccs1	-40
CC(C)CC#Cc1ccc([C@@H]2[C@H](CO)N3C(=O)CN(C(=O)NC4CCCC4)C[C@@H]23)cc1	18
CN(C)S(=O)(=O)c1ccc(Cl)c(C(=O)NNC(=O)Cn2ccc(C(F)(F)F)n2)c1	5
O=C(NCC[C@H]1CC[C@@H](NC(=O)c2ccncc2)[C@@H](CO)O1)Nc1ccc(Cl)cc1	-15[25 µM]
O=C(c1cccnc1)N1CC[C@@H]2[C@@H](CO)Nc3ccc(C4=CCCCC4)cc3[C@@H]21	-15[25 µM]
O=S1CCCSC1c1cccnc1 (configuration not stated)	-3
Remaining list, next part
SMILES	CD40 NFkB inh
COc1ccc(NC(=O)c2cccc3c2C(=O)N(C2CCCCC2)C3)cc1	0
Cc1onc(-c2ccccc2)c1NC(=O)N(CCC#N)Cc1ccccc1	24
CCN(CCO)c1ncnc2onc(-c3ccc(F)cc3)c12	11
O=C(COC(=O)c1ccccc1O)Nc1cccc(S(=O)(=O)N2CCCC2)c1	1
COc1ccc(C(=O)NCC(=O)Nc2ccc(F)cc2)cc1OC	2
O=C(O)C1CCCCC1C(=O)Nc1ccc(F)cc1F (configuration not stated)	5
Nc1cccn2c(-c3ccc(Cl)cc3)cnc12	-80
CN1c2ccc(-c3ccccc3)cc2[C@H]2[C@H](CCN2C(=O)CC2CC2)[C@H]1CO	9[25 µM]
CCN(c1ccc(OC)cc1)S(=O)(=O)c1csc(C(=O)N2CCCC2)c1	2
Cc1ccc(-n2c(SCC3CCCCO3)nnc2-c2ccco2)cc1 (configuration not stated)	-1
COCC(=O)NC[C@H]1N[C@H](CO)[C@@H]1c1ccc(C2=CCCC2)cc1	2
Brc1c(C[n+]2ccccc2)nc2ccccn12	5
Cc1ccc(S(=O)(=O)N(C)CCCC(=O)NC(C)(C)CO)cc1	-21
N#C[C@@H]1[C@@H](c2ccccc2-c2cccc(F)c2)[C@@H](CO)N1C(=O)C1CC1	10[25 µM]
COc1ccccc1NC(=O)NC1CC(=O)N(c2ccc3c(c2)OCCO3)C1 (configuration not stated)	9
CCCNC(=O)[C@@H]1[C@@H](CO)[C@@H]2Cn3c(cccc3=O)[C@H]1N2CCC(F)(F)F	-11[25 µM]
Cc1ccc(NC(=O)CN(C)C(=O)CN2C(=O)NC(C)(c3ccccc3)C2=O)cc1 (configuration not stated)	10
CCOC(=O)CCNC(=O)c1ccccc1Br	5
O=S(=O)(Cc1ccccc1Cl)CC(O)COc1ccccc1Cl (configuration not stated)	-4

Part of the list above, bar-delimited.
SMILES | CD40 NFkB inh
O=C(COC(=O)c1ccccc1O)Nc1cccc(S(=O)(=O)N2CCCC2)c1 | 1
COc1ccc(C(=O)NCC(=O)Nc2ccc(F)cc2)cc1OC | 2
O=C(O)C1CCCCC1C(=O)Nc1ccc(F)cc1F (configuration not stated) | 5
Nc1cccn2c(-c3ccc(Cl)cc3)cnc12 | -80
CN1c2ccc(-c3ccccc3)cc2[C@H]2[C@H](CCN2C(=O)CC2CC2)[C@H]1CO | 9[25 µM]
CCN(c1ccc(OC)cc1)S(=O)(=O)c1csc(C(=O)N2CCCC2)c1 | 2
Cc1ccc(-n2c(SCC3CCCCO3)nnc2-c2ccco2)cc1 (configuration not stated) | -1
COCC(=O)NC[C@H]1N[C@H](CO)[C@@H]1c1ccc(C2=CCCC2)cc1 | 2
Brc1c(C[n+]2ccccc2)nc2ccccn12 | 5
Cc1ccc(S(=O)(=O)N(C)CCCC(=O)NC(C)(C)CO)cc1 | -21
N#C[C@@H]1[C@@H](c2ccccc2-c2cccc(F)c2)[C@@H](CO)N1C(=O)C1CC1 | 10[25 µM]
COc1ccccc1NC(=O)NC1CC(=O)N(c2ccc3c(c2)OCCO3)C1 (configuration not stated) | 9
CCCNC(=O)[C@@H]1[C@@H](CO)[C@@H]2Cn3c(cccc3=O)[C@H]1N2CCC(F)(F)F | -11[25 µM]
Cc1ccc(NC(=O)CN(C)C(=O)CN2C(=O)NC(C)(c3ccccc3)C2=O)cc1 (configuration not stated) | 10
CCOC(=O)CCNC(=O)c1ccccc1Br | 5

A portion of the library, so the mix of outcomes need not match the whole.
